eLon inh: inhibitors of E. coli Lon protease; AID 602123; purified E. coli Lon protease, fluorescence polarization; inhibition, % at 7.94 µM; actives 0.42% (n = 360,000); in the data active means inhibition above about 13%, passing the limit was not always enough;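 further: 0% = enzyme with probe and DMSO and 100% = no enzyme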
FAS-TE inh: FAS thioesterase (human) inhibition; AID 602261; inhibition, % at 15 µM; actives 0.67% (n = 360,000); P49327; recombinant FAS-TE, OMFH fluorogenic substrate, fluorescence endpoint;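 active means compounds whose normalised, plate-corrected inhibition of enzyme fluorescence in the single-dose primary screen is 50% or more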;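 further: 0% = DMSO with enzyme and 100% = substrate without enzyme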
SKN-1 block: C. elegans SKN-1 inhibition; C. elegans VP596 Pgst-4::GFP/RFP ratio, acrylamide-induced, 24 h; inhibition, % at 21.8 µM; actives 0.49% (n = 360,000); AID 624304;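 active means interference check ratio from 0.5 to 1.5 plus GFP to RFP signal ratio inhibition reaching or exceeding a fixed threshold, cut at about 30% in these data, passing the limit was not always enough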; further: some compounds called inactive have numbers as strong as hits
MsrA inhibitor: inhibitors of bovine MsrA; AID 651718; purified bovine MsrA, absorbance read-out; actives 0.75% (n = 360,000); inhibition, % at 15.5 µM; in the data active means inhibition above about 4.5%;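 further: 0% = vehicle wells with enzyme and 100% = reference inhibitor wells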
Neddylation inh: cullin neddylation inhibition; P61081+Q13564; calls only at 25 µM; TR-FRET cullin neddylation, biochemical; actives 0.58% (n = 360,000); in the data active means inhibition above about 36%
CendR NRP1 mod: alters CendR peptide binding to human NRP-1; O14786; FAM-RPARPAR peptide binding to NRP-1, fluorescence polarization; inhibition, % at 25 µM; actives 0.85% (n = 360,000); AID 602438;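 active means inhibition or corrected inhibition above about 18%, plus a signal ratio from 0.5 to 1.5, limit read from the data, passing the limit was not always enough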; further: strong numbers were not always called active
Target sequence (O14786 whole entry, looked up): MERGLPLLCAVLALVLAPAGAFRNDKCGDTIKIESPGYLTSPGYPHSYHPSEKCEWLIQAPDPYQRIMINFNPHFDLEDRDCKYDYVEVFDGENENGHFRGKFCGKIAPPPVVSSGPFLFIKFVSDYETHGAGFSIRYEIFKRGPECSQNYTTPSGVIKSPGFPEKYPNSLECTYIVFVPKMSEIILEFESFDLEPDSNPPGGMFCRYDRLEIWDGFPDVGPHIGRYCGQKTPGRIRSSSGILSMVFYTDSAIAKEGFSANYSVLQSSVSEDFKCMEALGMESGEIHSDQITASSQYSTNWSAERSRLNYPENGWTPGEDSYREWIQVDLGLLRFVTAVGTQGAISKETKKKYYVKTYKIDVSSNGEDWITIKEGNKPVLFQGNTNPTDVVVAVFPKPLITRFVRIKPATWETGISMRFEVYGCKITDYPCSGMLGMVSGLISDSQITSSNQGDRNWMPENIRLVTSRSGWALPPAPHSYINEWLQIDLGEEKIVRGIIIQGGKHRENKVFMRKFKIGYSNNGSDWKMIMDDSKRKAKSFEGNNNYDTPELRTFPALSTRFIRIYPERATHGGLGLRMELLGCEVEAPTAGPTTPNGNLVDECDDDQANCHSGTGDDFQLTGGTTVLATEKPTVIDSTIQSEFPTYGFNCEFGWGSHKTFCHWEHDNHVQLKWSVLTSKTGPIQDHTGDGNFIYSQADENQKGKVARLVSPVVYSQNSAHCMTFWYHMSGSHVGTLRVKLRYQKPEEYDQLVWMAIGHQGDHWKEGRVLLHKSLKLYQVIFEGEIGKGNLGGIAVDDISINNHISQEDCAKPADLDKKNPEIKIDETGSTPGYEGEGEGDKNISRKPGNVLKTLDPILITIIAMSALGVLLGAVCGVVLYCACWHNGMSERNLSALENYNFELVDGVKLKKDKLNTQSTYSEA
Rin1-Abl PPI inh: inhibitors of human Rin1-Abl protein interaction | P00519+Q13671 | TR-FRET Rin1/Abl binding, biochemical | inhibition, % at 7.35 µM | actives 0.4% (n = 360,000) | AID 588664; in the data active means inhibition above about 5%, passing the limit was not always enough
MT1-MMP act inh: blocks activation of human MT1-MMP; P50281; GFP/RFP ratio change, % at 20 µM; actives 0.061% (n = 360,000); HT1080 RFP-PRO-GFP cells, GFP/RFP ratio fluorescence, overnight; percent of plate control window, DMSO zero;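 active means GFP/RFP ratio change of at least 30% with cell ATP level not reduced by more than half and red fluorescence within 50% of control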; further: strong numbers were not always called active
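Test system: HT1080 RFP-PRO-GFP cells; Benchmarks: DMSO and RFP-L50D-GFP cell wells; Timing: cells overnight before dosing, compound overnight, 37 °C, 5% CO2; Compound: one 20 µM compound dose with 1% DMSO; Read-out: GFP/RFP fluorescence ratio.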
MsrA act: bovine methionine sulfoxide reductase A activation. purified bovine MsrA, absorbance read-out. activation, % at 10.6 µM. actives 0.3% (n = 360,000); in the data active means activation above about 7.5%;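 further: 0% = vehicle and 100% = reference activator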
An asterisk follows results filed as active; i = inactive; x = not tested or not shown; + = active, no number.

Results follow in this order: MT1-MMP act inh	SKN-1 block	MsrA act	Rin1-Abl PPI inh	CendR NRP1 mod	eLon inh	FAS-TE inh	MsrA inhibitor	Neddylation inh
(1) S=C(Nc1ccccc1Cl)N1CCCCC1
 : -4	4	-3	-4	-6	0	-17	-1.1	i
(2) O=C(Nc1c2c(nn1-c1ccccc1)CS(=O)(=O)C2)c1ccccc1C(F)(F)F
 : -2	-21	0	1	3	8	-3	0.9	i
(3) COc1ccc(Cl)cc1C1=CC(=O)C[C@H](c2ccc(F)cc2)C1
 : 3	8	0	3	8	1	25	0.6	i
(4) Cc1cnc(NC(=O)NCC2CCCC(CNC(=O)Nc3ncc(C)s3)C2)s1 (stereo not drawn)
 : -2	-5	-2	-2	0	0	0	-0.6	i
(5) C/C(=N\NC(=O)Cn1c(C)nc2ccccc21)c1cccs1
 : -1	4	-2	-5	-13	1	-8	0.1	i
(6) CC(C)Oc1ccc(C(=O)OCC(=O)NC(=O)NC2CCCC2)cc1
 : 0	-17	-4	3	-6	10	-18	0.2	i
(7) COc1ccc(Cc2nnc(NC(=O)Nc3ccc(F)cc3)s2)cc1
 : 5	4	1	-1	-10	3	4	0.4	i
(8) CCOC(=O)C1(Cc2ccccc2)CCCN(C(=O)C=C(C)C)C1 (stereo not drawn)
 : -3	1	-2	2	6	-4	-3	0.2	i
(9) O=C(OCc1ccc([N+](=O)[O-])cc1)C1CC(=O)N(c2ccccc2)C1 (stereo not drawn)
 : 2	12	-9	2	7	-2	13	-0.6	i
(10) O=C(c1ccc(F)cc1)N1CCCCC(Sc2nnnn2-c2ccccc2)C1=O (stereo not drawn)
 : -5	1	-13	-3	0	-6	18	1.0	i
(11) CC(=O)N1CCN(c2ccc([N+](=O)[O-])c(NCC3CCCO3)c2)CC1 (stereo not drawn)
 : 6	-9	-8	-9	4	2	-4	1.9	i
(12) Cc1ccc(CNC(=O)c2nn(C)c(C)c2[N+](=O)[O-])cc1
 : -2	6	5	-2	3	-6	-6	1.4	i
(13) COc1ccc(NC(=O)Cc2c(F)cccc2Cl)cc1
 : 3	6	-2	0	6	9	0	-1.3	i
(14) CCOC(=O)c1csc(NNC=O)n1
 : 0	-13	-1	-6	-5	6	-10	-0.2	i
(15) COC(=O)COc1coc(CN2CCN(c3cccc(Cl)c3)CC2)cc1=O
 : 0	10	0	-1	5	5	-4	0.3	i

14 of these compounds, set out differently:
1. S=C(Nc1ccccc1Cl)N1CCCCC1
2. O=C(Nc1c2c(nn1-c1ccccc1)CS(=O)(=O)C2)c1ccccc1C(F)(F)F
3. COc1ccc(Cl)cc1C1=CC(=O)C[C@H](c2ccc(F)cc2)C1
4. Cc1cnc(NC(=O)NCC2CCCC(CNC(=O)Nc3ncc(C)s3)C2)s1 (stereo not drawn)
5. C/C(=N\NC(=O)Cn1c(C)nc2ccccc21)c1cccs1
6. CC(C)Oc1ccc(C(=O)OCC(=O)NC(=O)NC2CCCC2)cc1
7. COc1ccc(Cc2nnc(NC(=O)Nc3ccc(F)cc3)s2)cc1
8. CCOC(=O)C1(Cc2ccccc2)CCCN(C(=O)C=C(C)C)C1 (stereo not drawn)
9. O=C(OCc1ccc([N+](=O)[O-])cc1)C1CC(=O)N(c2ccccc2)C1 (stereo not drawn)
10. O=C(c1ccc(F)cc1)N1CCCCC(Sc2nnnn2-c2ccccc2)C1=O (stereo not drawn)

assay / entry,1,2,3,4,5,6,7,8,9,10
MT1-MMP act inh,-4,-2,3,-2,-1,0,5,-3,2,-5
SKN-1 block,4,-21,8,-5,4,-17,4,1,12,1
MsrA act,-3,0,0,-2,-2,-4,1,-2,-9,-13
Rin1-Abl PPI inh,-4,1,3,-2,-5,3,-1,2,2,-3
CendR NRP1 mod,-6,3,8,0,-13,-6,-10,6,7,0
eLon inh,0,8,1,0,1,10,3,-4,-2,-6
FAS-TE inh,-17,-3,25,0,-8,-18,4,-3,13,18
MsrA inhibitor,-1.1,0.9,0.6,-0.6,0.1,0.2,0.4,0.2,-0.6,1.0
Neddylation inh,i,i,i,i,i,i,i,i,i,i

11. CC(=O)N1CCN(c2ccc([N+](=O)[O-])c(NCC3CCCO3)c2)CC1 (stereo not drawn)
12. Cc1ccc(CNC(=O)c2nn(C)c(C)c2[N+](=O)[O-])cc1
13. COc1ccc(NC(=O)Cc2c(F)cccc2Cl)cc1
14. CCOC(=O)c1csc(NNC=O)n1

assay / entry,11,12,13,14
MT1-MMP act inh,6,-2,3,0
SKN-1 block,-9,6,6,-13
MsrA act,-8,5,-2,-1
Rin1-Abl PPI inh,-9,-2,0,-6
CendR NRP1 mod,4,3,6,-5
eLon inh,2,-6,9,6
FAS-TE inh,-4,-6,0,-10
MsrA inhibitor,1.9,1.4,-1.3,-0.2
Neddylation inh,i,i,i,i

New compounds follow.
Results follow in this order: MT1-MMP act inh	SKN-1 block	MsrA act	Rin1-Abl PPI inh	CendR NRP1 mod	eLon inh	FAS-TE inh	MsrA inhibitor	Neddylation inh
(16) O=C(OCc1ccccc1)N1CCC2CC1c1cc(/C=C/CCCSc3ncccn3)ccc12 (stereo not drawn)
 : 1	-9	-4	-1	4	-1	23	1.0	i
(17) NC(=NCc1ccccc1)c1cccc([N+](=O)[O-])c1
 : -4	3	-1	5	1	6	-2	-1.2	i
(18) Cc1cc(C(=O)Nc2cc(C(F)(F)F)ccc2N2CCOCC2)no1
 : -3	6	0	1	-5	-11	18	-1.2	i
(19) Cc1csc(NC(=O)c2cc3ccccc3o2)n1
 : -3	26	-2	-1	-12	-2	-6	1.9	i
(20) COc1ccc(/C=C2\Oc3cc(OCC(=O)N4CCC(C(=O)O)CC4)ccc3C2=O)c(OC)c1OC
 : -1	8	1	-1	-11	-6	-2	3.8	i
(21) O=C(NCc1ccccn1)Nc1ccc(F)cc1
 : 2	-22	-2	0	-5	-2	-7	-1.1	i
(22) OCCC1CN(Cc2cnc(-c3ccccc3)s2)CCN1Cc1ccccc1 (stereo not drawn)
 : 3	0	-13	0	10	-13	-7	-0.3	i
(23) CCSc1nnc(NC(=O)CCc2ccc(OC)cc2)s1
 : 2	-14	-8	-1	4	-4	-9	1.3	i
(24) S=C1NC2=C(CCCC2=C2SCCS2)C(c2ccccc2)N1 (stereo not drawn)
 : 17	7	-4	1	4	-1	5	0.1	i
(25) Cc1ccc(-n2ncc3c(Nc4cccc(C(=O)O)c4)ncnc32)cc1
 : -2	-11	-7	3	-5	1	-3	1.7	+
(26) COCCNC(=O)C(c1ccc(C)o1)N(Cc1ccc(OC)cc1)C(=O)Cn1nnc2ccccc21 (stereo not drawn)
 : -2	35*	-1	0	2	-5	-5	-0.8	i
(27) Brc1ccc(-c2csc(N/N=C/c3ccc4c(c3)OCO4)n2)cc1
 : -1	11	-2	0	9	20	16	2.5	i
(28) COc1ccc(-c2csc(N)n2)cc1
 : 5	-7	1	-3	31*	-8	-15	0.2	i
(29) O=c1c2ccccc2oc2ccc(Oc3ccccc3)cc12
 : 5	41*	-1	2	4	9	19	0.7	i
(30) O=C(COc1ccc(F)cc1Br)Nc1ccccc1N1CCCC1
 : -2	8	3	0	6	9	22	0.7	i

Continued:
Results follow in this order: MT1-MMP act inh	SKN-1 block	MsrA act	Rin1-Abl PPI inh	CendR NRP1 mod	eLon inh	FAS-TE inh	MsrA inhibitor	Neddylation inh
(31) Cc1ccc(C(C)C)c(OCCn2ccnc2C)c1
 : -2	-2	-3	0	10	-3	-4	-0.4	i
(32) COc1ccc(CCN2C(=O)NC(NC(C)=O)(C(F)(F)F)C2=O)cc1OC (stereo not drawn)
 : 2	0	-2	-1	8	2	-7	-0.1	i
(33) O=C(c1ccc(Cl)cc1)N1CCN(c2cc(=O)[nH]nc2-c2ccccc2)CC1
 : -3	-28	-12	-3	-9	-5	3	-0.6	i
(34) Nn1c(Cc2ccccc2)nnc1Cc1ccccc1
 : 3	12	-2	0	5	-5	-5	-1.2	i
(35) COC(=O)C1CCN(C(=O)COC(=O)CSc2ccc(C(N)=O)cc2[N+](=O)[O-])CC1
 : 0	15	-1	-4	10	-1	-6	0.1	i
(36) Oc1ccc(N2CCN(c3ncnc4sc(-c5ccccc5)cc34)CC2)cc1
 : 3	0	-4	-2	-4	7	18	1.6	i
(37) CN1CCCC1CCNc1ccc2c(=O)c3ccccc3oc2c1 (stereo not drawn)
 : 3	8	-3	-4	-1	3	-9	3.9	i
(38) O=C(c1ccoc1)N1CCN(c2cc(-c3ccccc3)nc3cc(-c4ccccc4)nn23)CC1
 : 7	15	-7	4	-10	-9	22	-1.6	x
(39) NC(=O)CC(NC(=O)c1ccccc1)c1ccc(N2CCC(N3CCCC3)CC2)c([N+](=O)[O-])c1 (stereo not drawn)
 : 1	-1	0	-3	-1	3	-10	0.1	i
(40) O=C(NCCN1C(=O)S/C(=C\c2ccc(Cl)c(Cl)c2)C1=O)C1COc2ccccc2O1 (stereo not drawn)
 : 0	-5	-2	-2	-14	-2	27	0.6	i
(41) O=C(Cn1c(C(F)(F)F)nc2ccccc21)c1ccc(F)cc1
 : 1	35*	-4	2	13	0	4	0.2	i
(42) CC(C)OCCCn1c(=O)c2ccccc2n2c(CCC(=O)O)nnc12
 : 0	-7	-9	0	4	6	-1	-1.6	i
(43) COc1ccc(-c2nn(C)c(=O)c3ccccc23)cc1NC(=O)Cn1nc(C)c2ccccc2c1=O
 : 11	-1	-8	-2	6	-3	4	1.6	i
(44) CCOC(=O)c1cc(-c2ccc(F)cc2)n(CC(=O)NCc2cccnc2)c1C
 : -1	-4	-1	0	6	5	-4	0.1	i
(45) CCOc1ccc(-c2nnn(CC(=O)NCc3ccc(OC)cc3)n2)cc1OCC
 : -2	6	-2	-1	-12	-2	-16	-1.3	i

Further structures
Results follow in this order: MT1-MMP act inh	SKN-1 block	MsrA act	Rin1-Abl PPI inh	CendR NRP1 mod	eLon inh	FAS-TE inh	MsrA inhibitor	Neddylation inh
(46) O=C1c2ccccc2C(=O)N1Cc1cc(-c2ccc(Cl)cc2)no1
 : -2	7	-2	1	-5	6	21	-0.5	i
(47) N/C(=N\OC(=O)c1ccco1)c1ccccn1
 : -2	-19	-4	3	1	-10	-10	-0.3	i
(48) CC1CCCCC12NC(=O)N(CC(=O)NCc1cccs1)C2=O (stereo not drawn)
 : -1	2	-2	2	13	-5	-3	0.1	i
(49) CC(NC(=O)CCl)c1ccc(Cl)c(Cl)c1 (stereo not drawn)
 : -8	5	-2	0	-8	-8	1	-0.7	i
